Screening results as filed in PubChem BioAssay.
Rv3671c protease = Rv3671c serine protease inhibitors, primary screen, biochemical, fluorescence polarization, M. tuberculosis H37Rv | AID 2606, 2010 | 320,000 compounds, 0.048% hits | inhibition, % at 5.96 µM; in the data active = inhibition above about 38%;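 also: extracellular domain of Rv3671c used as enzyme; 0% = enzyme with DMSO and 100% = no enzyme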
Target sequence (P9WHR9 whole entry, looked up, the tested form may be a part): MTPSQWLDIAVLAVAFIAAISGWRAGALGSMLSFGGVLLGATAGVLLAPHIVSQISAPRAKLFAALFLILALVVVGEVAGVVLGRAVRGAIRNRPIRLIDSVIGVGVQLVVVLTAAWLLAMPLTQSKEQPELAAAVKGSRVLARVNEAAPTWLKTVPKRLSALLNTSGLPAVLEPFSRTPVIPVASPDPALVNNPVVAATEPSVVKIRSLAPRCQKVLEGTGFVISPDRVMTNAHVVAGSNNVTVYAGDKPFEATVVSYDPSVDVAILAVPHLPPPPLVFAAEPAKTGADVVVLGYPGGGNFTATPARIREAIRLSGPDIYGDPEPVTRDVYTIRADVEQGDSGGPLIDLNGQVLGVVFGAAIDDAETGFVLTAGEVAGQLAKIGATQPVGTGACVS
Mtb BioA inh = M. tuberculosis BioA enzyme inhibitors, primary screen, biochemical, plate reader, single point, HTS; AID 602481, 2012; purified M. tuberculosis BioA enzyme; inhibition, % at 9.99 µM; 7,8-diaminopelargonic acid synthase BioA (Mycobacterium tuberculosis); 360,000 compounds, 0.096% hits; in the data active = inhibition above about 40%; inconclusive = no clear call, values can overlap the other calls
Mtb FBA inh = Mtb FBA enzyme inhibitors, primary screen, biochemical, fluorescence, strain H37Rv; Fructose-bisphosphate aldolase (Mycobacterium tuberculosis (strain ATCC 25618 / H37Rv)), …; purified M. tuberculosis FBA, fluorescence read-out; inhibition, % at 1 µM; 360,000 compounds, 2.3% hits; AID 588726, 2011; in the data active = inhibition above about 27%;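 also: 0% = vehicle and 100% = reference inhibitor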
Target sequence (P9WQA3 whole entry, looked up): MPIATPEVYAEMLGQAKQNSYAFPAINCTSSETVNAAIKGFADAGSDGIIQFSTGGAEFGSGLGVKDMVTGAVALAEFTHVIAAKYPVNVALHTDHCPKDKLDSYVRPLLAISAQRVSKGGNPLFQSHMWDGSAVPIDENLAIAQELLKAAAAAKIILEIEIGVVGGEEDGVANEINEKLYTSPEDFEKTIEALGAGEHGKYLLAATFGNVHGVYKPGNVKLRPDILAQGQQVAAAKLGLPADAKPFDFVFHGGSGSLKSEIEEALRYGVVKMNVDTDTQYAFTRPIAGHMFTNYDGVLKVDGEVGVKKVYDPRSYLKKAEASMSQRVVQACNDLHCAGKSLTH
CCHF vOTU inh = CCHFV vOTU protease inhibitors, primary screen, biochemical, Pep-AMC substrate, fluorescence. inhibition, % at 11.5 µM. 370,000 compounds, 0.55% hits; also: 0% = vehicle wells with enzyme and 100% = no enzyme wells
MazEF act = activators of E. coli MazEF toxin-antitoxin RNase, primary screen, biochemical, fluorescence, uHTS; 350,000 compounds, 0.32% hits; FAM/BHQ RNA-DNA oligo cleavage fluorescence, 5 h; activation, % at 20 µM; in the data active = activation above about 50%
Target sequence (P0AE70 whole entry, looked up): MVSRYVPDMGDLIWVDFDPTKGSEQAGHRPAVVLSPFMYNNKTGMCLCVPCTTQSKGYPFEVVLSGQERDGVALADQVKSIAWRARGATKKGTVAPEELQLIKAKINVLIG
BoNT F protease = BoNT/F light chain protease inhibitors, primary screen, biochemical, flow cytometry, MLPCN library. AID 588497, 2011. Multiplex microsphere protease cleavage assay. 360,000 compounds, 0.22% hits. inhibition, % at 10 µM. Botulinum neurotoxin type F light chain protease (Clostridium botulinum); in the data active = inhibition above about 35%, passing the limit was not always enough; inconclusive = no clear call, values can overlap the other calls; also: plate controls were buffer without enzyme for full effect and enzyme alone for no effect
GDH-TPI counter = GDH-TPI coupling enzyme inhibitors, primary screen, artefact control for M. tuberculosis FBA inhibitor project, biochemical, absorbance, full deck | GDH-TPI coupled enzyme counterscreen, NADH absorbance | inhibition, % at 4.8 µM | AID 588335, 2011 | 360,000 compounds, 1.2% hits;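 also: 0% = DMSO wells and 100% = wells lacking the enzyme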
UGM FP inh = M. tuberculosis UGM enzyme inhibitors, primary screen, biochemical, fluorescence polarization, single point; purified UGM, fluorescence polarization probe displacement; inhibition, % at 10 µM; 320,000 compounds, 0.06% hits; in the data active = inhibition above about 10%, passing the limit was not always enough; inconclusive = no clear call, values can overlap the other calls
FadD28 FP inh = inhibitors of FadD28 bisubstrate probe binding, primary screen, biochemical, fluorescence polarization, single point; Mycobacterium tuberculosis FadD28 fatty-acid-AMP ligase; 360,000 compounds, 0.22% hits; AID 588549, 2011; inhibition, % at 12.5 µM; in the data active = inhibition above about 8.5%, passing the limit was not always enough; inconclusive = no clear call, values can overlap the other calls
VHR inh abs = VHR1 phosphatase inhibitors, primary screen, biochemical, absorbance, uHTS. Dual specificity protein phosphatase 3 (Homo sapiens), P51452. recombinant VHR phosphatase, pNPP absorbance. inhibition, % at 13.3 µM. 290,000 compounds, 0.52% hits. AID 1654, 2009; in the data active = inhibition above about 50%; also: some compounds called inactive have numbers as strong as hits
Target sequence (P51452 whole entry, looked up): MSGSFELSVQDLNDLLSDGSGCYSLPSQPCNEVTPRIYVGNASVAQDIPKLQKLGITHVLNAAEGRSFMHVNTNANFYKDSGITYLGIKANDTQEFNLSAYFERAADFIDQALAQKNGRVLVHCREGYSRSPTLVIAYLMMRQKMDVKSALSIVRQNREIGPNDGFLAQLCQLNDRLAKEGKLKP
The depositor's hits bear a star; ? = inconclusive; . = not tested or not shown. Rule as the data show it, unless noted: active = inhibition above about 30%; inactive = the rest. Random draw from the library, and some 4.9% of all compounds hit somewhere here.

SMILES	Rv3671c protease	Mtb BioA inh	Mtb FBA inh	CCHF vOTU inh	MazEF act	BoNT F protease	GDH-TPI counter	UGM FP inh	FadD28 FP inh	VHR inh abs
Cc1ccc2[nH]c(=O)c(CN(C(=O)c3cccc([N+](=O)[O-])c3)C(C)C)cc2c1	11	.	4	-14	6	5	-1	-1.2	-3.2	-2
CNC(=O)c1c(NC(=O)CS(=O)(=O)c2ccccc2)sc(C)c1C	5	.	-1	8	-10	-2	5	.	0.9	.
Fc1ccc(Cn2nnnc2CN2CCN(C3CCCC3)CC2)cc1	0	-0.4	-2	17	-16	-8	-6	.	-2.9	10
CSCC[C@H](NC(=O)N1CCn2c1nc1ccccc12)C(=O)NC1CCCCC1	-5	0.3	-1	12	-4	-3	-9	1.2	-4.8	-14
Cc1ccccc1NC(=O)C(C)c1ccc(-c2ccccc2)c(F)c1 (centres undefined)	1	-0.6	-1	-3	12	4	1	2.0	0.0	7
CCOC(=O)c1nn(C)c(C)c1Cl	3	0.3	-1	-11	-2	-2	-6	-3.0	-3.5	2
C/C(=C\C(=O)c1ccc(Br)cc1)Nc1ccc(Cl)cc1	7	-3.1	3	-3	-3	-9	11	2.8	-1.9	9
Cc1cc2oc(C(=O)N(Cc3cccs3)C3CCS(=O)(=O)C3)cc(=O)c2cc1Cl (centres undefined)	-3	3.0	2	1	0	21	3	5.9	-1.7	-23
O=C(/C=C/c1ccccc1[N+](=O)[O-])N1CCCCC1	-17	.	0	6	-2	-2	4	0.4	-0.1	-8
COC(=O)c1cc(OC)c(OC)cc1NC(=O)CSc1ccccc1	1	-1.3	7	0	8	?	-3	2.1	-0.6	-8
CCOC(=O)c1c(C)n(C)c2ccc(O)c(CN(CC)CC)c12	0	-0.3	1	9	4	-7	8	-1.5	-2.2	37
O=C(Nc1ccccc1F)c1ccc(-n2cncn2)nc1	-2	.	1	10	3	-6	6	-0.5	-0.3	8
Cc1ccc(S(=O)(=O)N(CC(=O)NCCSc2ccccn2)c2ccc(C)c(C)c2)cc1	-4	-0.1	-2	13	-3	2	-9	-1.1	-3.4	20
CCOC(=O)c1sc(/S(C)=N\S(=O)(=O)c2cccc(Cl)c2)c2c1CCC=C2 (centres undefined)	11	.	-4	-7	3	?	1	2.5	-1.8	18
COC(=O)[C@H](Cc1ccccc1)NC(=O)Nc1ccc(OC)cc1	3	.	-2	-14	1	?	11	4.2	-0.6	13
O=C1[C@@H]2[C@H](C(=O)N1Cc1cccnc1)[C@H]1C=C[C@@H]2C1	1	.	0	-1	-2	-4	5	1.4	-3.0	6
CC(O)Cn1c(=O)c2c(nc(Br)n2Cc2ccccc2)n(C)c1=O (centres undefined)	1	2.4	2	-8	-9	-2	10	-0.2	0.5	4
CC(C)(OC(=O)c1cccs1)c1cc2ccccc2c(=O)o1	-1	-1.0	3	-11	8	0	8	-0.1	-9.7	.
Cc1cccc(Nc2nc(N)c([N+](=O)[O-])c(N3CCOCC3)n2)c1	5	0.9	-1	-4	4	-5	18	1.7	-1.3	-2
Cc1cc2cc(CNC(=O)C3CC3)ccc2n1C	7	1.1	1	3	-16	6	14	0.7	0.1	25
CC1=C(C(=O)Nc2ccccn2)C(c2ccc(Cl)cc2)NC(=S)N1 (centres undefined)	6	-0.7	19	-4	-8	-2	-3	-1.3	-1.1	8
O=C(COC(=O)c1ccc(S(=O)(=O)N2CCOCC2)cc1)NCc1cccs1	-3	.	0	-9	5	-4	-2	-0.4	-1.2	16
CN1C(=O)[C@H](Cc2ccc([N+](=O)[O-])cc2)NC1=S	-12	-0.2	-2	20	2	6	-9	0.4	-1.9	-25
COc1cc(S(=O)(=O)NCCN2CCOCC2)ccc1-n1cnnn1	15	.	1	7	2	-1	5	-2.5	-1.2	19
CCOC(=O)N1CCN(S(=O)(=O)c2ccc(OCC)cc2)CC1	-2	-0.2	0	8	3	0	2	-2.1	-3.2	30
Cn1c(=O)[nH]c(=O)c2c1nc(Br)n2CCSc1ncccn1	-3	-2.2	2	-14	-6	-5	6	5.4	-0.6	12
NC(=S)N=Nc1c(O)n(C2OC(=O)c3ccccc32)c2ccccc12 (centres undefined)	-16	-1.1	2	-5	13	0	26	2.7	-4.0	17
Cc1ccc(NS(=O)(=O)c2cccc(C(=O)Nc3cccnc3)c2)c(C)c1	-9	12	0	2	6	-2	4	-2.7	-2.4	.
COc1ccc(N(C(=O)Nc2ccc(Cl)cc2)C2=NCCC2)cc1	-4	-0.9	-1	-8	-10	2	-2	-1.4	-2.9	10
COCC(=O)N1CCCC(C(=O)c2ccc(-c3ccccc3)c(F)c2)C1 (centres undefined)	2	.	0	8	-1	-4	0	0.3	0.0	26
O=C(COC(=O)C1c2ccccc2Oc2ccccc21)NC1CCS(=O)(=O)C1 (centres undefined)	-7	-0.7	-1	-12	6	-13	-3	-4.0	-5.0	10
S=c1nc(-c2ccccc2)[nH]n1-c1ccccc1	0	-1.4	-1	3	-13	-6	4	0.8	-4.8	16
COCCN(C)C(=O)CC1C(=O)NCCN1CC(c1ccccc1)c1ccccc1 (centres undefined)	-7	.	-4	-8	-3	2	12	-2.8	-3.9	8
COc1cccc(NC(=O)C2CCCN(S(=O)(=O)c3cccc4cccnc34)C2)c1 (centres undefined)	-8	-1.4	1	-3	10	-11	-2	-2.8	-1.1	16
CCCCNC(=O)CCCn1c(=O)[nH]c2ccc(Br)cc2c1=O	-2	1.0	2	0	-1	-8	5	1.9	-1.7	-19
CC1CCC(NC(=O)c2ccc(NC3=NC4CS(=O)(=O)CC4S3)cc2)CC1 (centres undefined)	-2	-2.3	2	-1	4	0	1	-0.7	-2.8	15
COc1ccc(-c2csc(C)n2)cc1Br	-9	2.2	4	13	1	-1	1	.	-2.9	8
Cc1cccc(C)c1NC(=O)C1c2cccc[n+]2CC(=O)N1Cc1cccs1 (centres undefined)	-7	-1.1	2	-5	4	4	4	-2.1	-2.4	-8
CCOc1ccccc1-c1nnc(CS(=O)(=O)c2ccccc2)o1	-6	-0.2	1	-18	1	3	18	-3.3	-1.9	-5
O=C(NCCc1ccccc1)C1CCC(CNc2nc(=S)[nH]c3ccccc23)CC1 (centres undefined)	1	1.3	3	-12	1	-2	-4	0.8	-0.1	14

Next part, starting with the last 3 of the part before.
SMILES	Rv3671c protease	Mtb BioA inh	Mtb FBA inh	CCHF vOTU inh	MazEF act	BoNT F protease	GDH-TPI counter	UGM FP inh	FadD28 FP inh	VHR inh abs
Cc1cccc(C)c1NC(=O)C1c2cccc[n+]2CC(=O)N1Cc1cccs1 (centres undefined)	-7	-1.1	2	-5	4	4	4	-2.1	-2.4	-8
CCOc1ccccc1-c1nnc(CS(=O)(=O)c2ccccc2)o1	-6	-0.2	1	-18	1	3	18	-3.3	-1.9	-5
O=C(NCCc1ccccc1)C1CCC(CNc2nc(=S)[nH]c3ccccc23)CC1 (centres undefined)	1	1.3	3	-12	1	-2	-4	0.8	-0.1	14
O=C(O)CCNS(=O)(=O)c1ccc2c(c1)Cc1ccccc1-2	1	-1.8	-1	7	17	-3	7	1.4	-1.0	10
COc1cccc(-n2c(C)nnc2SCC(=O)Nc2ccccc2N2CCOCC2)c1	1	.	1	13	0	-9	9	1.0	-0.6	28
CC(C)Cc1nn2c(=O)cc(COc3ccc(NC(=O)c4ccco4)cc3)nc2s1	-11	-1.8	-3	9	-10	4	2	1.8	-0.9	14
CCCC(=O)NC(C)c1nc(-c2ccc(C)cc2)no1 (centres undefined)	-9	-1.3	2	-3	5	2	3	-2.2	-11	.
CC(=O)c1cccc(NS(C)(=O)=O)c1	-5	.	3	7	-3	-2	-3	-2.4	-0.1	6
CC(=O)OCC1(O)CC23CCC4c5ccoc5CCC4(C)C2CCC1C3 (centres undefined)	.	1.2	-2	4	17	-8	-9	.	0.0	.
C=CCN1C(=O)C(=O)N(CC(=O)c2ccc3c(c2)CCCC3)C1=O	6	-1.7	1	6	-3	-4	11	0.4	-0.7	.
O=c1ccc(-c2ccc(S(=O)(=O)Nc3ccc(F)cc3)o2)n[nH]1	3	-3.7	8	2	-3	-8	19	0.9	0.3	-3
COC(=O)c1ccc(C(=O)OC)c(NC(=S)N2CCC(C(N)=O)CC2)c1	6	0.4	18	-37	-11	-2	2	-0.1	-0.8	7
O=C(Nc1ccccc1-c1nnn(CC(=O)N2CCOCC2)n1)c1ccccc1F	4	.	1	-3	-9	0	-6	-3.0	0.5	-3
COc1ccccc1CNC(=O)CS(=O)(=O)Cc1ccccc1	-2	-0.5	2	-1	4	-6	-2	0.3	-4.0	10
O=C(O)CCC(=O)CCC(=O)c1ccc(Cl)cc1	1	-1.0	0	-15	-3	-2	2	0.2	-2.3	-4
COc1ccc(S(=O)(=O)N(CCc2ccccc2)CC(=O)O)cc1C	1	-0.3	2	.	4	-7	9	1.0	0.6	18
CCCCNC(=O)C1(C)CCC(=O)N1CCc1c[nH]c2ccccc12 (centres undefined)	.	-0.6	1	-3	.	-2	.	.	-1.0	.
Cc1ccc(S(=O)(=O)Nc2ccc(-c3nnc(SCc4ccccc4Cl)o3)cc2)cc1	-152	.	0	1	2	-1	3	-0.9	-2.7	-14
Cn1cc(CCC(=O)N2CCCC(C(=O)c3ccc(C(C)(C)C)cc3)C2)cn1 (centres undefined)	-6	.	-4	18	-2	3	3	-1.0	0.1	5
CC(=O)c1c(C)[nH]c(C(=O)Nc2cccc(S(=O)(=O)N(C)C)c2)c1C	4	.	1	1	4	-1	7	3.9	-10	9
O=C(NNC(=O)C1CC1)c1cc(=O)[nH]c2ccccc12	3	0.4	7	-1	-6	10	17	2.0	-0.8	.
N/C(=N\OC(=O)CSc1ccccc1)c1ccccn1	-1	0.3	4	-3	-15	-10	0	-1.2	-1.8	-8
Cc1ccc(NC(=O)NCCc2ccc(S(N)(=O)=O)cc2)cc1	-2	0.5	6	1	13	-27	4	-0.6	-2.9	14

In the list so far, these have a furan ring, fused or not:
SMILES	Rv3671c protease	Mtb BioA inh	Mtb FBA inh	CCHF vOTU inh	MazEF act	BoNT F protease	GDH-TPI counter	UGM FP inh	FadD28 FP inh	VHR inh abs
CC(C)Cc1nn2c(=O)cc(COc3ccc(NC(=O)c4ccco4)cc3)nc2s1	-11	-1.8	-3	9	-10	4	2	1.8	-0.9	14
CC(=O)OCC1(O)CC23CCC4c5ccoc5CCC4(C)C2CCC1C3 (centres undefined)	.	1.2	-2	4	17	-8	-9	.	0.0	.
O=c1ccc(-c2ccc(S(=O)(=O)Nc3ccc(F)cc3)o2)n[nH]1	3	-3.7	8	2	-3	-8	19	0.9	0.3	-3

Going on with the list:
SMILES	Rv3671c protease	Mtb BioA inh	Mtb FBA inh	CCHF vOTU inh	MazEF act	BoNT F protease	GDH-TPI counter	UGM FP inh	FadD28 FP inh	VHR inh abs
CC(C)Cn1c(SCC(=O)N2CC(=O)Nc3ccccc32)nc2ccccc21	-13	.	0	-12	-2	-4	6	4.8	-5.3	14
C[C@]12CCC(=O)C[C@@H]1CC[C@@H]1[C@@H]2CC[C@]2(C)[C@@H](O)CC[C@@H]12	-7	-1.8	0	0	5	0	-2	.	-1.6	.
CCOC(=O)CC1C(=O)NCCN1C(=O)c1cccc(OC)c1 (centres undefined)	2	-0.9	1	-13	15	16	-3	0.5	-1.2	21
c1ccc2c(c1)ncn2CCN1CCCCC1	11	-1.2	4	5	3	-8	7	2.3	-1.0	18
